Jurkat NFkB inh – lowers PMA/ionomycin-induced NF-kB signal in Jurkat cells. inhibition, % at 4 µM. actives 0.53% (n = 330,000). PMA/ionomycin-induced NF-kB luciferase reporter, luminescence; in the data active means inhibition above about 50%
CCR6 antag – antagonists of human CCR6 receptor. CHO-K1 CCR6 PathHunter beta-arrestin, luminescence, CCL20-stimulated. inhibition, % at 20 µM. actives 0.49% (n = 340,000). AID 493098;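 active means compounds whose inhibition of the agonist-driven luminescence signal at 20 µM reaches about 50%, limit read from the data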;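 further: cells stimulated with CCL20 at 14 nM final; plate controls were DMSO with CCL20 for no effect and DMSO without agonist for full effect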
697 NFkB inh – lowers PMA/ionomycin-induced NF-kB signal in 697 B cells. 697 B-cell NF-kB luciferase reporter, 16 h. inhibition, % at 4 µM. actives 0.33% (n = 330,000); in the data active means inhibition above about 35%
EBI2 antag – blocks human EBI2 receptor beta-arrestin signaling; P32249; AID 651636; EBI2 beta-arrestin recruitment, luminescence, 7a,25-OHC stimulated; actives 0.81% (n = 360,000); inhibition, % at 5 µM; in the data active means inhibition above about 38%;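 further: enzyme fragment complementation signal reports receptor beta-arrestin coupling in cells; 0% = agonist plus DMSO wells and 100% = wells without agonist; some results beyond the cut were filed as inactive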
Target sequence (P32249 whole entry, looked up, the tested form may be a part): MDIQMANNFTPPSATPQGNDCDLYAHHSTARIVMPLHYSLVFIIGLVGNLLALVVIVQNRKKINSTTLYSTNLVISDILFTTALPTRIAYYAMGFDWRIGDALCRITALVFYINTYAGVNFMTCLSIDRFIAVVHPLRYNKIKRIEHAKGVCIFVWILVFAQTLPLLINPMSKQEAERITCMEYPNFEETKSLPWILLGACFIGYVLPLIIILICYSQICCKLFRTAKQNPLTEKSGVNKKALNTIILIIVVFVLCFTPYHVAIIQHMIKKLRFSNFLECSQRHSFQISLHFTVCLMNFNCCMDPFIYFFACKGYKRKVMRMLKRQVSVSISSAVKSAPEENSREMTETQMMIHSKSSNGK
UBC13 polyUb – inhibitors of human UBC13 polyubiquitin chain formation. TR-FRET. inhibition, % at 20 µM. actives 0.47% (n = 330,000); in the data active means inhibition above about 45%, passing the limit was not always enough; inconclusive means no clear call, values can overlap the other calls
Gli-Sufu block – blocks Gli-Sufu signaling in a luciferase reporter; inhibition, % at 5 µM; actives 0.74% (n = 340,000); Sufu-KO-LIGHT fibroblasts, Gli luciferase reporter luminescence;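 active means inhibition above about 55%, limit read from the data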;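 further: 0% = DMSO-treated cells and 100% = wells with medium but no cells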
CXCR6 inh – inhibitors of human CXCR6 receptor; O00574; CHO-K1 PathHunter CXCR6 beta-arrestin, luminescence; inhibition, % at 20 µM; actives 0.36% (n = 360,000); AID 602244; in the data active means inhibition above about 34%, passing the limit was not always enough;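 further: antagonist mode with CXCL16 agonist at 10 nM final; 0% = 10 nM CXCL16 with DMSO and 100% = unstimulated wells without agonist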
Target sequence (O00574 whole entry, looked up): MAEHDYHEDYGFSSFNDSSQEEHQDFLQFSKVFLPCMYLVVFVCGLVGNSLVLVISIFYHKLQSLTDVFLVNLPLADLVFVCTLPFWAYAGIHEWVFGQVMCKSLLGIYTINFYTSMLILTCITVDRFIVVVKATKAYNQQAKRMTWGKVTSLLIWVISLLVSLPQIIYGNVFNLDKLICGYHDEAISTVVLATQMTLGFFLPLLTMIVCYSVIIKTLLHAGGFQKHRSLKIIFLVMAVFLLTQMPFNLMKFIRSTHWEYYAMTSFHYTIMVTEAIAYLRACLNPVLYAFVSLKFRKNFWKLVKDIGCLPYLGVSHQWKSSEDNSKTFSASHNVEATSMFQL
APJ antagonist – blocks the human apelin receptor APJ; inhibition, % at 20 µM; actives 0.32% (n = 330,000); AID 2521; CHO-K1 APJ beta-arrestin complementation, luminescence;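 active means inhibition above about 40% at 20 µM, limit read from the data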;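 further: cells challenged with 10 nM apelin-13 agonist together with compound; plate controls were apelin-13 plus DMSO wells for no effect and DMSO wells lacking apelin-13 for full effect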
Target sequence (P35414 whole entry, looked up): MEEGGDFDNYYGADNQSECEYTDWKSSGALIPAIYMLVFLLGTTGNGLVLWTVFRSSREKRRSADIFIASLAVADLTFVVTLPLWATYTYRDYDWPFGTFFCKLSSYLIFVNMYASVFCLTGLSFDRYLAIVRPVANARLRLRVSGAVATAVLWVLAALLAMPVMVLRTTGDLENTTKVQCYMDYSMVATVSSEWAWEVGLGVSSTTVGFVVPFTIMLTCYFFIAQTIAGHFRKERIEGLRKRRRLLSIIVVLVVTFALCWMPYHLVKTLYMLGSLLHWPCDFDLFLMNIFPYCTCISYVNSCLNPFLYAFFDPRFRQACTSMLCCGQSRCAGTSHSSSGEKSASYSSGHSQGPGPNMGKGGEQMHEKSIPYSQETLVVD
Numbers without * were called inactive; u = inconclusive; x = not tested or not shown.

1: CCOc1ccc(OCC)c(NC(=O)CSc2nnc(Cn3cnc4ccccc43)n2C)c1
2: COc1ccc(OC)c(Nc2nc(-c3ccncc3)nc3ccccc23)c1
3: CCCCn1c(Cc2ccccc2)n[nH]c1=S
4: COC(=O)CCC(=O)OC1(C)C(=O)C2=COC(c3ccc(OC)cc3)=CC2=C(Br)C1=O (stereo unspecified)
5: O=C(O)CCC1(CCC(=O)O)c2ccccc2-c2ccccc21
6: CCCOC(=O)C(=O)NNc1ccccc1

assay / compound,1,2,3,4,5,6
Jurkat NFkB inh,-2,18,9,8,-11,8
CCR6 antag,-2,16,-10,9,8,10
697 NFkB inh,0,-5,-2,7,-6,1
EBI2 antag,0,11,-5,x,-4,4
UBC13 polyUb,4,10,2,-41,-2,4
Gli-Sufu block,8,17,3,-11,5,-2
CXCR6 inh,1,-4,0,x,-6,-3
APJ antagonist,-9,-1,0,-19,3,20

7: COc1cccc(-c2cc(C(=O)O)no2)c1
8: N#Cc1nc(COc2ccc(F)cc2)oc1NCCCn1ccnc1
9: Cc1[nH]n(-c2cccc3ccccc23)c(=O)c1/C=N/NC(=O)c1cccc([N+](=O)[O-])c1
10: COc1ccc(C(=O)NCc2cc3ccccc3n2C)cc1
11: Cc1ccc(S(=O)(=O)Nc2ccc(C(=O)NCc3ccncc3)cc2)cc1
12: COc1ccc(C2=C(CC(=O)O)C(=O)CC2)cc1

assay / compound,7,8,9,10,11,12
Jurkat NFkB inh,-4,5,4,-15,-19,18
CCR6 antag,10,6,28,6,14,-2
697 NFkB inh,14,-8,4,-23,8,8
EBI2 antag,3,-8,-9,-1,1,-16
UBC13 polyUb,2,-1,-30,-6,5,3
Gli-Sufu block,1,2,2,-11,-3,-6
CXCR6 inh,4,-8,9,9,5,3
APJ antagonist,9,4,-1,-20,-2,15

Compounds 1 to 11 of the list above:
1: CCOc1ccc(OCC)c(NC(=O)CSc2nnc(Cn3cnc4ccccc43)n2C)c1
2: COc1ccc(OC)c(Nc2nc(-c3ccncc3)nc3ccccc23)c1
3: CCCCn1c(Cc2ccccc2)n[nH]c1=S
4: COC(=O)CCC(=O)OC1(C)C(=O)C2=COC(c3ccc(OC)cc3)=CC2=C(Br)C1=O (stereo unspecified)
5: O=C(O)CCC1(CCC(=O)O)c2ccccc2-c2ccccc21
6: CCCOC(=O)C(=O)NNc1ccccc1
7: COc1cccc(-c2cc(C(=O)O)no2)c1
8: N#Cc1nc(COc2ccc(F)cc2)oc1NCCCn1ccnc1

assay / compound,1,2,3,4,5,6,7,8
Jurkat NFkB inh,-2,18,9,8,-11,8,-4,5
CCR6 antag,-2,16,-10,9,8,10,10,6
697 NFkB inh,0,-5,-2,7,-6,1,14,-8
EBI2 antag,0,11,-5,x,-4,4,3,-8
UBC13 polyUb,4,10,2,-41,-2,4,2,-1
Gli-Sufu block,8,17,3,-11,5,-2,1,2
CXCR6 inh,1,-4,0,x,-6,-3,4,-8
APJ antagonist,-9,-1,0,-19,3,20,9,4

9: Cc1[nH]n(-c2cccc3ccccc23)c(=O)c1/C=N/NC(=O)c1cccc([N+](=O)[O-])c1
10: COc1ccc(C(=O)NCc2cc3ccccc3n2C)cc1
11: Cc1ccc(S(=O)(=O)Nc2ccc(C(=O)NCc3ccncc3)cc2)cc1

assay / compound,9,10,11
Jurkat NFkB inh,4,-15,-19
CCR6 antag,28,6,14
697 NFkB inh,4,-23,8
EBI2 antag,-9,-1,1
UBC13 polyUb,-30,-6,5
Gli-Sufu block,2,-11,-3
CXCR6 inh,9,9,5
APJ antagonist,-1,-20,-2

Next records follow.
13: O=C(Cc1ccc(NC(=O)C2CCCN(C(=O)c3ccccc3)C2)cc1)Nc1ccc(C(=O)N2CCOCC2)cc1 (stereo unspecified)
14: COc1ccccc1NC(=O)COC(=O)C1CCCC1
15: COC(=O)CCCC(=O)N1CCCC(CCC(=O)NCc2ccc(F)c(F)c2)C1 (stereo unspecified)
16: COc1ccccc1NCc1cc(=O)oc2c(C)c(O)ccc12
17: COc1ccc2nc3ccccc3nc2c1NC(=O)c1ccccc1Cl
18: C/C(=C\c1ccccc1)CN1CCN(Cc2ccc(C)o2)C(CCO)C1 (stereo unspecified)

assay / compound,13,14,15,16,17,18
Jurkat NFkB inh,x,6,-19,-3,-26,-10
CCR6 antag,-1,2,7,13,14,4
697 NFkB inh,x,10,7,13,8,3
EBI2 antag,-16,-3,4,-3,7,-2
UBC13 polyUb,x,24,-1,9,-18,-4
Gli-Sufu block,-76,-23,0,25,9,-3
CXCR6 inh,-1,-6,-4,-7,4,5
APJ antagonist,x,-1,-10,-16,0,-18

19: N#CC1=C(N)SC(N)=C(C#N)C1c1cccc(O)c1
20: CC1=CN(S(=O)(=O)c2ccc(C)cc2)C[C@@H]2[C@H]3CC[C@H](C3)[C@H]12
21: Cc1ccccc1N(C(=O)c1snc(C(N)=O)c1N)C(C(=O)NCC1CCCO1)c1ccc(N(C)C)cc1 (stereo unspecified)
22: O=C(COc1ccc(Cl)cc1Cl)Nc1ccc(S(=O)(=O)NC2=NCCCCC2)cc1
23: CSc1nsc(/C=C/Nc2ccc(O)cc2C)c1C#N
24: O=C(c1cc(COc2ccc(F)cc2F)on1)N1CCOCC1

assay / compound,19,20,21,22,23,24
Jurkat NFkB inh,-6,x,5,-3,5,-27
CCR6 antag,-3,25,8,1,14,4
697 NFkB inh,-5,15,21,-3,-15,-60
EBI2 antag,-6,9,17,1,5,5
UBC13 polyUb,u,x,10,4,-20,-3
Gli-Sufu block,-5,-11,12,6,0,-37
CXCR6 inh,4,-6,6,-8,-6,8
APJ antagonist,4,x,9,-5,-8,22

25: CCO[C@@H]1OC(C(=O)NCc2ccccc2)=C[C@H](C)[C@H]1CCCO
26: NC(=O)c1ccsc1NC(=O)CCS(=O)(=O)c1ccc(Cl)cc1
27: CCCCCC1=NN2C(=O)CC(=O)N=C2S1
28: Cc1cccc(OCC(=O)Nc2ncn[nH]2)c1C
29: OCC1(Cc2ccccc2C(F)(F)F)CCN(Cc2ccc3c(c2)CCO3)CC1
30: Cc1ccc2c(CC(=O)OC3CCOC3=O)coc2c1 (stereo unspecified)

assay / compound,25,26,27,28,29,30
Jurkat NFkB inh,-5,-6,8,-11,13,7
CCR6 antag,15,3,0,2,-12,3
697 NFkB inh,9,-24,13,-7,5,-11
EBI2 antag,2,-8,0,1,6,18
UBC13 polyUb,8,-6,-4,-11,18,1
Gli-Sufu block,22,0,-3,-4,-7,3
CXCR6 inh,5,-7,6,-19,-3,5
APJ antagonist,4,-3,-10,-1,1,-1

31: O=C1OC(c2ccc(Br)cc2)=N/C1=C\N1CCCCC1
32: CCOC(=O)c1c(C)c(C(=O)NCc2ccco2)c(C)n1Cc1ccccc1
33: COc1ccccc1N1C(=O)C(Cl)=C(N2CCCC2)C1=O
34: Cc1ccccc1-c1csc(N)n1
35: CCCN(CCC)C(=O)c1cc([N+](=O)[O-])cc2c1-c1ccc([N+](=O)[O-])cc1C2=C(C#N)C#N
36: Cc1cc(NC(=O)C23CC4CC(CC(C4)C2)C3)n[nH]1

assay / compound,31,32,33,34,35,36
Jurkat NFkB inh,-86,-1,-5,x,-1,3
CCR6 antag,-1,15,19,7,66*,4
697 NFkB inh,-81,2,5,x,2,4
EBI2 antag,-8,6,11,-14,x,-3
UBC13 polyUb,-2,-5,-1,x,-52,-9
Gli-Sufu block,-90,7,12,0,2,-3
CXCR6 inh,-5,3,-5,-5,x,3
APJ antagonist,1,12,14,x,11,-10

37: COc1ccc(C)cc1NC(=O)C1CCN(S(=O)(=O)c2cccc3nonc23)CC1
38: CCN1CCc2c(C#N)c(N3CCOCC3)nc(N3CCOCC3)c2C1
39: COc1ccc(C(=O)C2CCCN(C(=O)CCC3=NNC(=O)CC3)C2)c(C)c1 (stereo unspecified)
40: COCc1cccc(C2=CC(=O)C[C@H](c3ccc(OC)cc3)C2)c1
41: CC(=O)c1cc(CN2CCN(CC=C(C)C)C(CCO)C2)cs1 (stereo unspecified)
42: CN(C(=O)OCc1ccccc1)C(CC(N)=O)C(=O)O (stereo unspecified)

assay / compound,37,38,39,40,41,42
Jurkat NFkB inh,17,-12,4,-13,7,-5
CCR6 antag,5,4,6,14,0,-15
697 NFkB inh,10,-26,5,-23,8,-10
EBI2 antag,-9,-8,-9,0,-5,-19
UBC13 polyUb,-3,0,0,5,18,1
Gli-Sufu block,1,2,19,-7,-3,-10
CXCR6 inh,3,1,10,14,0,-5
APJ antagonist,-4,-16,-1,12,2,11

43: CC(=O)c1cc(C#N)c(SCC(=O)C(C)(C)C)nc1C
44: CC(=O)Nc1ccc(NC(=O)C(C)Oc2ccc(Cl)cc2Cl)cc1 (stereo unspecified)
45: Clc1nccnc1-c1ccccc1
46: CCOc1ncccc1C(=O)N(C)CC(=O)Nc1ccc(F)cc1
47: CCCN(CCC)c1nc(N)c(C#N)c(CC#N)c1C#N
48: CN(C)C(=O)CCCc1nc(-c2ccc(Cl)cc2)no1

assay / compound,43,44,45,46,47,48
Jurkat NFkB inh,-120,7,7,-4,7,-25
CCR6 antag,-8,3,1,5,-6,-14
697 NFkB inh,-99,2,11,-11,-2,-51
EBI2 antag,-1,-3,-2,-9,5,-1
UBC13 polyUb,4,5,-1,0,5,18
Gli-Sufu block,-33,-24,-4,-4,-80,-44
CXCR6 inh,0,-7,0,-15,-6,11
APJ antagonist,-9,-3,9,-17,2,12

49: CCCc1cc(=O)[nH]c(SCC(=O)c2cc(C)n(CC(F)(F)F)c2C)n1
50: COc1ccc(CNc2ncc(-c3ccccc3)n2C)cc1
51: Cc1cc(Cl)c(S(=O)(=O)NCc2cccnc2)cc1OCC(=O)NC1CCCCC1
52: O=C(O)c1ccccc1C(=O)NCCc1c(C(=O)O)[nH]c2ccc(F)cc12
53: Cc1ccc(C(=O)NC(=S)Nc2ccc(S(=O)(=O)N(C)c3ccccc3)cc2)cc1
54: c1ccc(CSc2ncnc3c2cnn3Cc2ccccc2)cc1

assay / compound,49,50,51,52,53,54
Jurkat NFkB inh,2,-7,6,6,0,-14
CCR6 antag,-12,22,5,6,42,-27
697 NFkB inh,-12,-26,2,13,-23,-28
EBI2 antag,-2,10,7,-4,6,18
UBC13 polyUb,11,-5,2,-4,-3,7
Gli-Sufu block,4,5,3,-11,-2,-4
CXCR6 inh,-10,17,-1,-5,5,5
APJ antagonist,6,39,1,4,7,-12

55: Cc1ccc(S(=O)(=O)N2CC=C(c3ccc(F)cc3)CC2)cc1
56: CSc1nc(NS(=O)(=O)c2ccc(F)cc2F)nn1C
57: CC(C)CC(NS(=O)(=O)c1ccc2[nH]c(=O)c(=O)[nH]c2c1)C(=O)O (stereo unspecified)
58: NS(=O)(=O)c1ccc(N/C=C\C(=O)c2ccc3ccccc3c2)cc1
59: Nc1cc(Cl)ccc1C(=O)OCC(=O)N1CCCCCC1
60: Cc1ccc(/C=N/n2cnc3sc(-c4ccccc4)cc3c2=O)o1

assay / compound,55,56,57,58,59,60
Jurkat NFkB inh,6,1,-4,-19,-67,-57
CCR6 antag,5,2,9,-1,16,13
697 NFkB inh,-8,19,-7,-33,-3,-47
EBI2 antag,19,6,-10,-2,0,-6
UBC13 polyUb,12,-1,2,-13,10,-15
Gli-Sufu block,23,-3,-2,-15,-8,-41
CXCR6 inh,-2,1,-1,-10,3,7
APJ antagonist,-7,1,-9,-17,3,-6

61: O=C(NCCCN1CCOCC1)c1cc(C(=O)C2CCCCC2)c[nH]1
62: Cc1csc(SCC(=O)NC(=O)NC(C)C)n1
63: Nc1nc(N2CCN(c3ccc(Cl)cc3)CC2)n[nH]1
64: Cc1cccc(C(=O)NCCNC(=O)c2cnccn2)c1
65: COc1ccc(C(=O)Oc2ccc(-c3nnco3)cc2)cc1S(=O)(=O)N1CCOCC1
66: Cc1ccc2nsnc2c1S(=O)(=O)NCc1ccncc1
67: O=C(Nc1ccc(OCc2ccccc2)cc1)c1cccs1
68: O=C(COC(=O)CCCc1nc2ccccc2s1)Nc1ncc(Cl)cc1Cl
69: Cc1ccc(/C=C/C(=O)NCCCN2CCN(CCCNC(=O)/C=C/c3ccc(C)cc3)CC2)cc1

assay / compound,61,62,63,64,65,66,67,68,69
Jurkat NFkB inh,-37,-4,5,-17,7,19,-75,8,6
CCR6 antag,-3,3,-5,6,10,10,15,3,-2
697 NFkB inh,-14,13,14,-8,3,9,-78,8,-22
EBI2 antag,-1,2,-5,-2,-1,-11,-3,-3,42
UBC13 polyUb,-11,-2,2,-4,0,3,-4,6,20
Gli-Sufu block,-6,-3,-6,-22,-8,-14,-59,3,6
CXCR6 inh,7,0,-8,-2,1,-5,-18,-4,7
APJ antagonist,6,4,-7,7,-15,10,-14,7,22
